Screens as filed in PubChem.
3T3 cytotox – Cytotoxic Profiling in NIH 3T3 Cell Line of Diverse Libraries Using Quantitative High-Throughput Screening; NIH 3T3 viability, CellTiter-Glo ATP luminescence, 48-72 h; Potency, µM (doses to about 96.7 µM), inactives show top-dose activity change, negative = cytotoxicity, hits mostly inhibitors; actives 4.3% (n = 94,000); further: potency means the concentration at half of the fitted maximal effect; nearly all actives have a fitted effect of over 55% in size
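Viability of NIH 3T3 cells after 48 or 72 hr compound treatment at 37 °C was assessed by CellTiter-Glo, with luminescence imaged following a 10 min room-temperature step.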
FLuc inh – Firefly luciferase inhibition profiling of diverse chemical library using quantitative high-throughput screening | Luciferin 4-monooxygenase (Photinus pyralis), P08659 | purified P. pyralis luciferase, luminescence, biochemical | Potency, µM (series often up to 115 µM), inactives show top-dose activity change, negative = inhibition, hits mostly inhibitors | actives 2.5% (n = 76,000) | AID 1347043, 2019; further: potency means the concentration at half of the fitted maximal effect; nearly all actives have a fitted effect of over 65% in size
Target sequence (P08659 whole entry, looked up): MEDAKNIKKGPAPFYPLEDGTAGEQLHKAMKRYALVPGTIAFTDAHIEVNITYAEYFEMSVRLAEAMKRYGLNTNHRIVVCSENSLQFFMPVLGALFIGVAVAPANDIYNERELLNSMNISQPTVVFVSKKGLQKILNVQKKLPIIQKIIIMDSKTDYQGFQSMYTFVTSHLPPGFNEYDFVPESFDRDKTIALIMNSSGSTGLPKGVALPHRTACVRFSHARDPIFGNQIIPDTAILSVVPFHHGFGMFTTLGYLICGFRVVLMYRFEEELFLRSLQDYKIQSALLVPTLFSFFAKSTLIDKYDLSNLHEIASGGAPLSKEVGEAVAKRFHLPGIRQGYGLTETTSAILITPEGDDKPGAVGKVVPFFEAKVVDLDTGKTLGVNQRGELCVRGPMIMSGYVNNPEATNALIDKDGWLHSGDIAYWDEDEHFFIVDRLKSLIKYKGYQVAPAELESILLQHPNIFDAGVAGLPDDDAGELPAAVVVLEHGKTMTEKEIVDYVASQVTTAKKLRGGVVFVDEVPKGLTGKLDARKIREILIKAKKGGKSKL
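FLuc 10nM, D-luciferin 10uM, ATP 10uM, Mg acetate 10mM, Tris acetate pH 7.5, Tween/BSA; cpd qHTS; enzyme added last; CCD luminescence.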
HEK293 viab – GF-AFC viability counterscreen for inhibitors of alpha-synuclein gene (SNCA) expression; actives 0.12% (n = 150,000); HEK-293-SNCA-luc viability, GF-AFC fluorescence, 24 h; Potency, µM (highest dose often 57.1 µM), for the others: at the highest dose activity change, negative = cytotoxicity, actives largely listed as cytotoxic;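 further: potency means the concentration at half of the fitted maximal effect; 0% = DMSO-treated cells and -100% = medium-only wells without cells; nearly all actives have a fitted effect of over 30% in size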
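HEK-293-SNCA-luc cells (1500/well) plated 24 h, then exposed 24 h to a dilution series; GF-AFC added 30 min at 37C, fluorescence 405/540 nm; normalised to medium-only and DMSO wells, Hill fit.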
GPT2 inhibitor – Primary qHTS assay for inhibitors of Glutamate pyruvate transaminase 2 (GPT2). actives 0.25% (n = 100,000). Alanine aminotransferase 2 (Homo sapiens), Q8TD30. Recombinant GPT2, coupled pyruvate oxidase/HRP Amplex Red fluorescence. AID 1671188, 2021. Potency, µM (doses to about 57.7 µM), for inactives: top-dose activity change, negative = inhibition, hits mostly inhibitors; further: potency means the concentration at half of the fitted maximal effect; nearly all actives have a fitted effect of over 60% in size; many of its hits are not listed in these tables
Target sequence (Q8TD30 whole entry, looked up): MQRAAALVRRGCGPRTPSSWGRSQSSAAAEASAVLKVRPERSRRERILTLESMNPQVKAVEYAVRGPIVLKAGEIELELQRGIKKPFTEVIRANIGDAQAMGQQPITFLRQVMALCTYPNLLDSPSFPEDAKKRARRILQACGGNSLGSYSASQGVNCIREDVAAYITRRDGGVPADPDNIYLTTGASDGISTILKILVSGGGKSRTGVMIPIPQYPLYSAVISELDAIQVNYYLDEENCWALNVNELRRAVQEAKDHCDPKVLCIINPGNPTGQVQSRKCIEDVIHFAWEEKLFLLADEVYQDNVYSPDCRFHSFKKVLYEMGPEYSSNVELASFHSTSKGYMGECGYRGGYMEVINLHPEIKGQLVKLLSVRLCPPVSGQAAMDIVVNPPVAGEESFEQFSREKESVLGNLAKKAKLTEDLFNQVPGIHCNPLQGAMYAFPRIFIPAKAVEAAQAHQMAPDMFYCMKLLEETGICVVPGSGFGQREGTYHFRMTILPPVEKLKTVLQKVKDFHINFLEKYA
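Recombinant GPT2 (10ng/uL) with 250uM a-KG and 2mM L-alanine, 30 min at room temperature, in HEPES pH 7.5 buffer. Pyruvate detected by pyruvate oxidase/HRP/Amplex Red fluorescence after 30 min in the dark; AOA (50uM) as positive control.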
IP6K1 inhibitor – Primary qHTS assay for small molecule inhibitors of Inositol hexaphosphate kinase 1 (IP6K1). Inositol hexakisphosphate kinase 1 (Homo sapiens), Q92551. IP6K1 kinase, ADP-Glo luminescence, 2 h; stronger effect = lower value. activity change, % (series mostly up to about 58 µM). actives 0.81% (n = 140,000). AID 1645851, 2021; in the data active means activity change below about -25%
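ADP-Glo luminescence measures ADP made by human IP6K1 during a 2 h RT reaction with ATP/IP6 (mix at 1.3 mM/130 uM); top library doses 57.5 and 19.1 uM final.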
HEK293 tox – Cytotoxic Profiling in HEK 293 Cell Line of Diverse Libraries Using Quantitative High-Throughput Screening; HEK 293 viability, ATP luminescence (CellTiter-Glo), 48-72 h; actives 6.6% (n = 94,000); Potency, µM (series often up to 115 µM), for the others: at the highest dose activity change, negative = cytotoxicity, most hits filed as inhibitors; further: potency means the concentration at half of the fitted maximal effect; nearly all actives have a fitted effect of over 60% in size
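Cytotoxicity was scored by loss of ATP-coupled luminescence (CellTiter-Glo) in HEK 293 cells. Compound treatment ran 48 or 72 hr at 37 degree Celsius, 5% CO2, 95% humidity.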
SNCA expr inhib – Primary qHTS assay for inhibitors of alpha-synuclein gene (SNCA) expression. HEK-293 SNCA-luciferase knock-in, luminescence, 24 h. Potency, µM (doses to about 57.2 µM), for inactives: at the highest dose activity change, negative = inhibition, hits mostly inhibitors. actives 0.17% (n = 140,000). AID 1671194, 2021;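 further: potency means the concentration at half of the fitted maximal effect; plate controls were DMSO cells for no effect and cell-free wells for full effect; nearly all actives have a fitted effect of over 45% in size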
Starred values were filed as active, the others as inactive; i = inactive; ? = inconclusive; . = no result given; [ ] = dose if it differs, or a comment. Unless noted, the call rests on the fitted dose curve; in most records, active means well fitted curve in the direction sought with a large enough effect; inconclusive means small, poorly fitted or top-dose-only effect, or another doubt; inactive means no such curve, though single readings can be large; an effect the other way counts as inactive or inconclusive. Unless noted, on the % scale 0 is the no-effect control and ±100 the full control effect. Rows are unselected; overall some 7.8% were active at least once.

SMILES	3T3 cytotox	FLuc inh	HEK293 viab	GPT2 inhibitor	IP6K1 inhibitor	HEK293 tox	SNCA expr inhib
COCC(=O)N1CCC(C(=O)N2CCCC2c2nc3ccncc3[nH]2)CC1 (configuration not stated)	-13%	.	-7%	-1%	-1	-17%	-9%
O=C(c1cccc(Cl)c1)N1CCc2nc(-c3ccc(Cl)cc3)nc(-c3ccccc3)c2C1	?	?	5%	i	-6	?	100%[activator]
COc1ccccc1CNS(=O)(=O)c1c(C(=O)N2CCC(C)CC2)c(C)n(C)c1C	.	.	?	.	-1	.	5%
Clc1cccc(-c2ccc(CN3CCN(C4CCNC4)CC3)o2)c1 (configuration not stated)	?	?	1%	1%	-28*	?	43%[activator]
Cc1cc(-c2nc3ncccc3o2)ccc1NC(=O)COc1cc(C)c(Cl)c(C)c1	.	.	22%	.	-11	.	19%
COc1ccc(OC)c(NC(=O)Cn2cnc3ccc(S(=O)(=O)N4CCC(C)CC4)cc3c2=O)c1	.	.	-1%	.	19	.	-8%
COc1ccc(C(=O)N2CCCC3(C2)NC(=O)N(Cc2cccc(Cl)c2)C3=O)cc1 (configuration not stated)	-11%	9%	2%	i	17	-6%	6%
COc1ccc(NC(=O)c2cccc(N3CCCS3(=O)=O)c2)cc1	.	.	-4%	.	18	.	-22%
CC(=O)N1CCCC1c1nc(C2CN(C(=O)c3ccsc3)C2)no1 (configuration not stated)	i	1%	1%[12.5 µM]	i	6	i	20%
Cc1ccc(NC(=O)c2ccc(NC(=O)CCS(=O)(=O)c3cccs3)cc2)cc1F	.	.	2%	.	15	.	3%
Cc1ccc(N2CCn3c2nc2c3c(=O)n(CCCc3ccccc3)c(=O)n2C)cc1	.	.	1%	.	-6	.	23%
O=C(O)COc1ccc(-c2nccc3c2C(=O)N(Cc2ccccc2)CC(COc2cccc(C(F)(F)F)c2)O3)cc1 (configuration not stated)	.	.	5%	-3%	0	.	0%
CCc1ccc(Nc2ncncc2-c2nc(-c3ccccc3)no2)cc1	-11%	4%	2%	i	-6	-9%	?
CN1CCCC[C@]2(C[C@H](C(=O)O)[C@H](c3ccco3)N2C(=O)c2ccco2)C1=O	?	.	.	.	-7	0%	.
Cc1ccsc1C(=O)N1C[C@@H](F)C[C@H]1C(=O)N1CCCCC1	-3%	1%	2%	-10%	0	2%	-2%
Cc1cccc(CC(=O)NC2CC(=O)N(c3cccc(F)c3)C2)c1 (configuration not stated)	.	.	-4%	.	23	.	-3%
O=C(Nc1ccccc1)N[C@H]1CO[C@H]2[C@@H]1OC[C@@H]2n1nnnc1-c1ccc2c(c1)OCO2	-20%	8%	1%	i	-11	-5%	1%
O=C(NCCN1CCOCC1)c1cn2cc(-c3ccc(C(F)(F)F)cc3)sc2n1	-32%	.	6%	2%	5	-3%	53%[activator]
CCCn1c(C)cnc1CC1CCCN(S(C)(=O)=O)C1 (configuration not stated)	-7%	-1%	2%	i	-9	-23%	38%[activator]
COc1ccc(N2CCN(CC(O)COc3ccc(C(C)C)c(C)c3)CC2)cc1 (configuration not stated)	.	.	-11%	.	-14	.	14%
CCOc1ccc(N2CC(C)Cn3c2nc2c3c(=O)n(Cc3c(F)cccc3Cl)c(=O)n2C)cc1 (configuration not stated)	.	.	9%	.	15	.	?
CCCn1ncnc1-c1ccc(C(N)=O)c(Cl)c1	-19%	-1%	0%	-23%	-2	-3%	19%
COCC1CN(C(C)=O)CC12CCN(C1CCN(C(C)=O)CC1)CC2 (configuration not stated)	-10%	-11%	6%	i	0	-2%	2%
OC[C@@H]1O[C@H](CNC2CCOCC2)[C@H](N2CCCCC2)[C@@H]1O	i	-1%[172 µM]	4%[87.6 µM]	-11%[88.5 µM]	-12	i	-7%[87.6 µM]
O=C(CCc1ccccc1)N1CCCCCC1c1nc(-c2ccccc2)no1 (configuration not stated)	?	-4%	5%	i	3	?	1%

Next part, starting with the last 3 of the part before.
SMILES	3T3 cytotox	FLuc inh	HEK293 viab	GPT2 inhibitor	IP6K1 inhibitor	HEK293 tox	SNCA expr inhib
COCC1CN(C(C)=O)CC12CCN(C1CCN(C(C)=O)CC1)CC2 (configuration not stated)	-10%	-11%	6%	i	0	-2%	2%
OC[C@@H]1O[C@H](CNC2CCOCC2)[C@H](N2CCCCC2)[C@@H]1O	i	-1%[172 µM]	4%[87.6 µM]	-11%[88.5 µM]	-12	i	-7%[87.6 µM]
O=C(CCc1ccccc1)N1CCCCCC1c1nc(-c2ccccc2)no1 (configuration not stated)	?	-4%	5%	i	3	?	1%
CNC(=O)C1CCCN(c2nccc(Nc3ccccc3F)n2)C1 (configuration not stated)	?	.	-18%[12.5 µM]	1%[88.5 µM]	10	?	?
CC1=C(C(=O)Nc2ccc(Cl)cc2)C(c2cccs2)n2nc(SCc3cccc(Cl)c3)nc2N1 (configuration not stated)	.	.	5%	.	7	.	3%
COc1ccc(NC(=O)Cn2c(=O)n(-c3ccccc3)c(=O)c3c2cc(C)n3C)cc1OC	-8%	-6%	-22%	i	7	?	-22%
CCCNC(=O)NCCc1ncc(C)n1C(C)C	-10%	-10%	6%	-26%	-6	-25%	-11%
O=C(NCCCN1CCN(c2ccccc2)CC1)c1nnc(Cc2ccc(F)cc2)o1	.	.	-20%	.	-5	.	-10%
O=C1CC2(CCN([S+](=O)([O-])c3cccc(C(F)(F)F)c3)CC2)Oc2ccccc21	?	-1%	7%	i	-3	?	25%
O=C(c1ccncc1)N1CCC(OCC2CC2)C1 (configuration not stated)	1%	0%	15%	i	31	1%	4%
Cc1nc(-c2ccccc2)n(CC(=O)Nc2ccc(F)cc2)c(=O)c1CCO	?	0%	-20%	-4%	-2	?	-25%
COCCNC(=O)c1cc(C(C)(C)C)nc2c1cnn2C	-26%[138 µM]	.	1%[12.5 µM]	-11%[88.5 µM]	16	?	1%[87.6 µM]
O=C1Nc2cc(Cl)ccc2C(=O)N2C[C@H](O)C[C@@H]12	0%[174 µM]	2%[230 µM]	1%[87.6 µM]	-1%[88.5 µM]	-2	-3%[230 µM]	8%[87.6 µM]
Cc1ccc([S+](=O)([O-])N2CCC(c3nn(-c4ccc(F)cc4)c(=O)[nH]3)CC2)cc1	-24%	-11%	?	i	6	?	2%
CCC(=O)N1CCc2cc(Br)cc(S(=O)(=O)NCCc3ccccc3Cl)c21	.	.	9%	.	-17	.	8%
O=C(C1CCC1)N1CCOc2ccc(CN3CCc4ccccc4C3)cc2C1	?	5%	-6%	4%	-5	?	-16%
CCOc1ccccc1C(C(=O)O)N1CCN(Cc2csc(C)n2)CC1 (configuration not stated)	-4%	9%	-4%	i	16	2%	19%
CCCc1noc(-c2ccn3c(CNC(=O)c4ccc(C)c(F)c4)nnc3c2)n1	-20%	0%	1%	i	4	1%	2%
CC(=O)N1CCCN(c2ncnc3c2CN(C2CCCC2)C(=O)CN3C)CC1	i	.	-9%	i	-1	2%	9%
Cc1ccc([S+](=O)([O-])N2CCN(c3nc4ncccc4o3)CC2)cc1	i	-4%	13%	-8%	3	i	-9%
COc1cc(O)ccc1C1CC(=O)Nc2c1c(=O)nc(SCc1ccccc1C)n2C (configuration not stated)	.	.	11%	.	1	.	-18%
CCOc1ccccc1NC(=O)N1CCC([C@@H]2[C@H](OC)C(=O)N2C(C)C)CC1	3%	5%	-8%	i	4	i	-6%
CCn1cc(CN2CCCC23CCN(c2cc(C)nc4ccccc24)CC3)cn1	?	-4%	?	i	-4	?	5%
O=C(CSc1cn(CCNC(=O)c2c(F)cccc2F)c2ccccc12)Nc1ccccc1F	.	.	-8%	.	2	.	?
CCCCC(CC)CNC(=O)C1CCC(CNS(=O)(=O)c2cccc3nsnc23)CC1 (configuration not stated)	.	.	5%	.	-21	.	-2%
CC(C)CN(CCCNC(=O)c1cn(C)c2ccc(S(=O)(=O)N(C)C3CCCCC3)cc2c1=O)CC(C)C	.	.	-2%	.	27	.	71%[activator]
CCCC(=O)OCc1cnc(C)c2oc(=O)c(C(=O)Nc3cccc(C(F)(F)F)c3)cc12	.	.	1%	.	-2	.	?
Cn1nccc1CN1CCC(N2CCNC2=O)CC1	i	.	-2%[87.6 µM]	i	-5	4%[230 µM]	-3%[87.6 µM]
SMILES	3T3 cytotox	FLuc inh	HEK293 viab	GPT2 inhibitor	IP6K1 inhibitor	HEK293 tox	SNCA expr inhib
COCc1cc(C)nc2sc(C(=O)Nc3cc(C)ccc3F)c(N)c12	.	.	?	.	2	.	155%[activator]
O=C(CCC1CCCC1)N1C[C@@H](CO)[C@H](c2ccncc2)C1	-21%	-16%	12%	i	-2	-20%	9%
CN1CC2(CCCN(Cc3cc4ccccc4n(C)c3=O)C2)OC1=O (configuration not stated)	-14%	4%	-3%	-11%	5	-2%	-23%
Cc1cc(C)c2oc(C(=O)Nc3c(C)n(C)n(-c4ccccc4)c3=O)cc(=O)c2c1	.	.	-10%	.	7	.	149%[activator]
COc1ccc2[nH]c3c(c2c1)CCN(C)C31CCN(C(=O)c2cc(C)nn2C)CC1	-19%	1%	4%[12.5 µM]	2%	1	?	2%
CCC(=O)N1CCc2cc(S(=O)(=O)NCCC(=O)Nc3ccc(OC)c(OC)c3)ccc21	.	.	26%	.	25	.	25%
COCCN[C@H]1[C@@H]2OC[C@@H](O2)[C@@H](NC(=O)Nc2ccc(OC)cc2)[C@@H]1O	-1%[174 µM]	-11%[172 µM]	8%[87.6 µM]	?	6	4%[172 µM]	-9%[87.6 µM]
COc1ccc(S(=O)(=O)N[C@H]2C[C@@H](c3nc(-c4ccc(C)cc4)no3)N(C)C2)cc1	?	25µM*	-14%[87.6 µM]	?	-9	79µM*	87%[activator][87.6 µM]
COC(=O)c1ccc2nc(C[C@@H]3C[C@@H](C(C)C)[C@H](CNC4CCN(C(C)=O)CC4)C=C3C)[nH]c2c1	?	9%	-2%	i	7	?	-16%
O=C(CCCc1ccccc1)Nc1ccnn1C1CCN(C(=O)Cc2ccccc2F)CC1	-24%	?	6%	i	-3	-25%	22%
COc1ccc(-n2nc(C(=O)NCCc3ccc(Cl)cc3)c3c4ccccc4n(C)c3c2=O)cc1Cl	.	.	-8%	.	-10	.	1%
Cc1noc([C@@H]2CN(C(=O)c3cccc(C(F)(F)F)c3)C[C@H]2C(N)=O)n1	-21%	-19%	16%	i	5	-23%	5%
CC1=C[C@@H](CNS(=O)(=O)c2ccc(C)cc2)[C@H](C(C)C)C[C@H]1CC(=O)N(C)Cc1cccnc1	11µM*	1%	?	-5%	-1	45µM*	-22%
